SV40 large T antigen: SV40 large T antigen inhibitors, biochemical (AID 1903); inhibition, % at 20 µM, or IC50 in µM where a hit was titrated; SV40 large T antigen ATPase/helicase inhibition assay; higher % means a stronger effect; 0.39% of 310,000 active; in the data active means a potency from the dose series; inconclusive means inhibition mostly from about 32% at the one dose, without a potency; inactive means the rest, 99 in 100 with inhibition below about 32%; further: strong numbers were not always called active
Salmonella PhoP GFP: inhibitors of PhoP regulon expression, primary screen, Salmonella Typhimurium, GFP reporter (AID 1863) | S. Typhimurium PhoP-regulated promoter GFP reporter, 4 h; higher % means a stronger effect | inhibition, % at 50 µM; hits with a dose series show IC50 in µM | 0.16% of 300,000 active;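 active means inhibition over 29.93%, a cutoff 3 SD above the screen mean, later confirmed by dose response; inconclusive means inhibition over 29.93% but no dose response follow-up; inactive means inhibition at most 29.93% or unconfirmed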;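 further: 0% = low Mg2+ inducing control and 100% = high Mg2+ repressing control; strong numbers were not always called active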
human PMI inhibitors: human PMI inhibitors, high substrate, primary screen, biochemical, fluorescence intensity, high mannose 6-phosphate (AID 1220); Mannose-6-phosphate isomerase (Homo sapiens); recombinant PMI enzyme, coupled fluorescence intensity; higher % means a stronger effect; inhibition, % at 20 µM, or IC50 in µM where a hit was titrated; 0.66% of 190,000 active
Insulin prom up: insulin promoter activators in MIN6 cells, imaging, high-content screening, mouse beta cells; MIN6 insulin promoter-GFP reporter; stronger effect = higher value; z-score at 5 µM; 0.3% of 190,000 active;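 active means z-score above 3 at 5 µM with at least 500 cells counted in the well; inconclusive means wells under 500 cells, flagged as cytotoxic or low count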
ER stress rescue: rescue of cells from ER stress-induced death, primary screen, 384-well, CSM14.1, thapsigargin, ATP luminescence (AID 1222); CSM14.1 thapsigargin-induced death rescue, ATP luminescence; higher % means a stronger effect; 190,000 tested, under 10 active; cellular ATP content (survival), % at 20 µM; hits with a dose series show EC50 in µM;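 active means EC50 below 50 µM in the dose-response confirmation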;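 further: death triggered by thapsigargin at about 15 µM added after 2 h compound pretreatment; cell ATP read after overnight thapsigargin exposure of roughly 18 to 22 hours; normalized against plate controls of thapsigargin alone and 5% DMSO vehicle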
human PMI inhibition: inhibitors of human PMI, primary screen, biochemical, fluorescence intensity, coupled assay (AID 1209) | Mannose-6-phosphate isomerase (Homo sapiens) | one-dose inhibition, % at 20 µM; IC50 in µM for titrated hits | 0.42% of 190,000 active | purified PMI enzyme, coupled fluorescence intensity; higher % means a stronger effect;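 further: plate controls were DMSO vehicle for no effect and wells lacking substrate for full effect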
West Nile virus CPE: West Nile virus antiviral activity, cell-based, CPE readout (AID 1621). CPE inhibition, % at 10 µM; hits with a dose series show IC50 in µM. West Nile virus-infected cells, CPE inhibition; higher % means a stronger effect. 0.02% of 290,000 active; in the data active means a potency from the dose series; inconclusive means CPE inhibition mostly from about 3.7% at the one dose, without a potency; inactive means the rest, 99 in 100 with CPE inhibition below about 2.2%; further: strong numbers were not always called active
TNAP activators: human TNAP enzyme activators, primary screen, biochemical, luminescent, no phosphate acceptor, uHTS (AID 1001) | purified TNAP, luminescent activation assay, no phosphate acceptor; higher activation fold means a stronger effect | 0.03% of 200,000 active | Alkaline phosphatase, tissue-nonspecific isozyme (Homo sapiens) | activation fold at 20 µM, or EC50 in µM where a hit was titrated; in the data active means activation fold from about 3, or a potency from the dose series; inactive means the rest, 99 in 100 with activation fold below about 1.6; further: many of its hits are not listed in these tables
RSV antiviral HEp-2: RSV antiviral activity via CPE protection, HEp-2 cells, primary 10 µM value included (AID 2391) | HEp-2 cells, RSV-induced CPE inhibition; higher % means a stronger effect | one-dose CPE inhibition, % at 10 µM; IC50 in µM for titrated hits | 0.13% of 310,000 active; in the data active means a potency from the dose series; inconclusive means CPE inhibition mostly from about 23% at the one dose, without a potency; inactive means the rest, 99 in 100 with CPE inhibition below about 21%; further: strong numbers were not always called active
Insulin prom up cell count: recorded beside Insulin prom up, whose call it bears; cell count; measured here: cytotoxicity, nuclei count;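 total cells summed across four imaged fields per well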
Active calls of the source: *; u = inconclusive; x = not tested or not shown. Unless noted, no stated cut-off is given here; in the data, active means inhibition above about 50%; inactive means the rest.

SMILES | SV40 large T antigen | Salmonella PhoP GFP | human PMI inhibitors | Insulin prom up | Insulin prom up cell count | ER stress rescue | human PMI inhibition | West Nile virus CPE | TNAP activators | RSV antiviral HEp-2
C=CCn1c(SCC(=O)N2CCc3ccccc3C2)nc2ccccc2c1=O | 2% | -9% | 12% | x | x | 2.4% | 14% | -0.5% | 1 | 3.5%
COc1cc(/C=N/NC(=O)CCC(=O)Nc2ccc(C)cc2)ccc1O | 11% | -1% | 1% | 0.7 | 1171 | -2.1% | -6% | 0.2% | 1.1 | 2.5%
CCOc1cc(C2NC(=O)CCC2[N+](=O)[O-])cc(Br)c1OC (centres undefined) | 7% | 11% | x | x | x | x | x | -0.3% | x | 1.0%
Cc1cccc2c(CC(=O)Nc3ccccc3)noc12 | 8% | -1% | 9% | -0.1 | 1217 | 0.4% | 6% | 0.2% | 1.1 | 1.2%
CCCOc1ccc(-c2nnc(-c3cccs3)o2)cc1 | 0% | -4% | -3% | x | x | -1.9% | -10% | 0.4% | 1.1 | 1.3%
COC(=O)c1c(N)c(C#N)c2n1CCCCC2 | 3% | -1% | 8% | -0.18 | 1574 | -0.1% | 6% | 0.0% | 1.1 | 0.7%
COc1cccc(/C=N/NC(=O)CCCC(=O)Nc2ccc(Br)cc2)c1 | 0% | -7% | 15% | -0.28 | 1430 | -1.5% | 15% | -0.5% | 1.2 | 7.3%
CC1(C)Cc2c(sc3ncn4nc(CCC(=O)O)c(=O)nc4c23)CO1 | -2% | -6% | 6% | -0.06 | 1374 | x | 9% | 0.1% | 1.1 | 1.1%
CCCCCc1nc2ccccc2c(=O)n1N | 11% | -2% | -8% | 0.17 | 1139 | -4.8% | -4% | -0.1% | 1.1 | 0.9%
CCN(CC)S(=O)(=O)N1CCN(S(=O)(=O)N2CCOCC2)CC1 | 3% | -2% | -1% | 0.71 | 1398 | 1.0% | 0% | 0.6% | 1.1 | -0.4%
O=C(CCc1nnc2ccc(NCc3ccco3)nn12)N1CCN(c2ccccc2)CC1 | 14% | -4% | x | x | x | x | x | -0.1% | x | 1.3%
Cc1ccccc1NC(=O)CSc1nc(N)c(C#N)cc1C#N | 1% | -1% | 2% | -0.51 | 931 | -0.6% | 12% | -0.4% | 1.1 | -0.3%
CCOC(=O)C1=C(N)n2c(s/c(=C\c3cccnc3)c2=O)=C(C(=O)OCC)C1c1cccnc1 (centres undefined) | x | x | 2% | 0.06 | 1254 | 1.6% | 2% | x | 1.1 | x
CCCCN(Cc1ccccc1)C(=O)C1CCN(S(=O)(=O)c2c(C)noc2C)CC1 | 2% | -4% | 0% | 1.2 | 756 | -0.3% | 5% | -0.6% | 1.1 | 0.7%
O=C(NCCNC1CCCCC1)c1ccco1 | 3% | 9% | x | x | x | x | x | -0.6% | x | 1.3%
O=C(CCCN1C(=O)/C(=C/c2ccccc2Cl)SC1=S)N1CCCC1 | 18% | -5% | x | x | x | x | x | u | x | 40%
CC1(C)CC(NC(=O)C2CCCCC2C(=O)O)CC(C)(C)N1 (centres undefined) | x | x | -3% | 0.14 | 1242 | 0.8% | -11% | 0.0% | 1 | -1.0%
Cc1ccc(C)c2nc(SCC(=O)NCc3cccs3)c(C#N)cc12 | 3% | 0% | -14% | x | x | 1.0% | -12% | 0.1% | 1 | 1.0%
CC(C)(C)NC(=O)COC(=O)c1nsc(Cl)c1Cl | 6% | 4% | -5% | x | x | -3.7% | -14% | 0.0% | 1.1 | 2.0%
OC(CNCC1COc2ccccc2O1)COc1ccc(Cl)cc1 (centres undefined) | 1% | 3% | x | x | x | x | x | 0.6% | x | 0.7%
COc1ccc(NC(=O)c2cnn(-c3ccccc3)c2C)cc1OC | 12% | 4% | x | x | x | x | x | 0.6% | x | 4.4%
O=C(NC1CCCCC1)NC1CC2CCC(C1)N2Cc1nnnn1Cc1ccc2c(c1)OCO2 (centres undefined) | 2% | 3% | 3% | 0.46 | 1574 | 0.2% | 4% | x | 1.3 | 2.6%
CC(C)c1nnc(NC(=O)CCC(=O)NCC2CCCO2)s1 (centres undefined) | 2% | -4% | 9% | 0.77 | 1408 | 0.0% | 14% | -0.2% | 1.1 | 1.1%
COc1ccc(Cc2c(N)nc(N)nc2N)cc1 | -2% | 3% | 0% | -0.02 | 1556 | -0.5% | -4% | 0.0% | 0.9 | -1.0%

Exported tab-delimited: entries from further up.
SMILES	SV40 large T antigen	Salmonella PhoP GFP	human PMI inhibitors	Insulin prom up	Insulin prom up cell count	ER stress rescue	human PMI inhibition	West Nile virus CPE	TNAP activators	RSV antiviral HEp-2
CCCCN(Cc1ccccc1)C(=O)C1CCN(S(=O)(=O)c2c(C)noc2C)CC1	2%	-4%	0%	1.2	756	-0.3%	5%	-0.6%	1.1	0.7%
COc1ccc(Cc2c(N)nc(N)nc2N)cc1	-2%	3%	0%	-0.02	1556	-0.5%	-4%	0.0%	0.9	-1.0%
O=C(CCCN1C(=O)/C(=C/c2ccccc2Cl)SC1=S)N1CCCC1	18%	-5%	x	x	x	x	x	u	x	40%
OC(CNCC1COc2ccccc2O1)COc1ccc(Cl)cc1 (centres undefined)	1%	3%	x	x	x	x	x	0.6%	x	0.7%
CC(C)c1nnc(NC(=O)CCC(=O)NCC2CCCO2)s1 (centres undefined)	2%	-4%	9%	0.77	1408	0.0%	14%	-0.2%	1.1	1.1%

New compounds follow
SMILES | SV40 large T antigen | Salmonella PhoP GFP | human PMI inhibitors | Insulin prom up | Insulin prom up cell count | ER stress rescue | human PMI inhibition | West Nile virus CPE | TNAP activators | RSV antiviral HEp-2
CCOC(=O)c1c(-c2ccc(OC)c(OC)c2)csc1NC(=O)C1CCCO1 (centres undefined) | 7% | 8% | 12% | -0.06 | 1295 | 0.4% | 6% | 0.1% | 1 | 14%
CCCn1c(SC(C)C(=O)O)nc2ccccc21 (centres undefined) | 45% | 6% | -20% | x | x | -0.9% | -8% | 1.0% | 1.1 | -0.2%
COc1cccc(OCc2nnc(SCc3cc(=O)[nH]c4ccccc34)o2)c1 | -4% | -11% | 13% | 0.25 | 1448 | -0.7% | 18% | -0.9% | 1.1 | 1.6%
Cn1c(N)c(C(=O)CSc2nc3ccccc3n2-c2ccccc2)c(=O)n(C)c1=O | x | x | -1% | 0.27 | 1260 | 1.9% | 1% | -0.1% | 1.1 | -0.2%
Cc1cccc(N2CCN(C(=O)COc3ccc4c(c3)CCC4)CC2)c1C | 0% | -1% | 12% | -0.55 | 1500 | 2.0% | 20% | -1.3% | 1.1 | 13%
O=C(CC1C(=O)NCCN1C/C=C/c1ccccc1)NCCCC1CCCC1 (centres undefined) | 21% | 1% | 0% | x | x | 0.5% | -3% | -0.7% | 1.1 | -1.0%
Cc1onc(NC(=O)NC(=O)c2c(Cl)cccc2Cl)c1Br | 18% | -6% | x | x | x | x | x | -0.2% | x | 8.1%
Cc1c(NC(=O)Cn2nc(C(=O)O)c3ccccc3c2=O)c(=O)n(-c2ccccc2)n1C | 1% | -4% | 2% | -0.55 | 1795 | -2.9% | -1% | 0.4% | 1.1 | 1.9%
COc1ccc(OCC(=O)OCC(=O)N2CC(=O)Nc3ccccc32)cc1 | 11% | -5% | x | 0.07 | 1102 | x | x | 0.2% | x | 0.5%
CS(=O)(=O)Nc1ccc(OCc2ccccc2)cc1 | 7% | -1% | -2% | -0.19 | 997 | -1.8% | 0% | 0.8% | 1.1 | 5.8%
Cc1ccc(C(=O)N/C(=C/c2cccs2)C(=O)N2CCCCC2)cc1 | 17% | -5% | 2% | 0.22 | 1270 | 0.2% | -6% | 0.0% | 0.9 | -0.7%
Cc1ccc(C(=O)CCNc2ccc(Cl)cc2)o1 | 3% | -2% | 0% | x | x | -0.9% | 3% | 0.7% | 1.2 | -0.9%
O=C(Nc1ccc2c(c1)OCCO2)c1c(F)c(F)c(F)c(F)c1F | -3% | 1% | 2% | x | x | -2.9% | 4% | 0.0% | 1.1 | 0.5%
c1ccn(-c2ccc(-c3ccn[nH]3)cc2)c1 | 9% | -11% | 2% | -0.7 | 1215 | -0.4% | 14% | -0.3% | 1.2 | 7.4%
CCOC(=O)c1cc(-c2ccc(OC)cc2)nc2c1c(C)nn2CCC#N | 4% | -7% | -4% | -1.9 | 939 | -2.2% | -2% | 1.1% | 0.9 | 6.6%
CC1=CC(C)[C@H](/C=N/n2c(=O)[nH]c3c([nH]c4ccc(C)cc43)c2=O)C(C)C1 (some centres undefined) | 4% | 6% | -9% | x | x | 1.3% | -10% | -0.1% | 1.1 | -0.7%
COc1ccc(/C(O)=C2\C(=O)C(=O)N(c3cc(C)on3)C2c2ccccc2OC)cc1C (centres undefined) | 6% | -11% | 14% | -0.68 | 1404 | -1.3% | 10% | -0.2% | 1 | 0.1%
COc1cc(OC)cc(C(=O)N[C@H](C(=O)OCC(=O)c2ccc(F)cc2)C(C)C)c1 | 3% | 8% | 19% | 0.25 | 1327 | -1.8% | 8% | 0.1% | 1.1 | -0.1%
COc1cccc(C(=O)OC(C)CN2CCCC2)c1 (centres undefined) | x | 0% | -3% | 0.07 | 1262 | 1.1% | -11% | x | 1.1 | 1.7%
Cc1cc(C)cc(N(C(C)C(=O)Nc2c(C)n(C)n(-c3ccccc3)c2=O)S(C)(=O)=O)c1 (centres undefined) | 7% | u | 15% | x | x | 0.3% | 16% | 0.2% | 1 | 1.6%
Oc1c(C=NCc2ccccc2)sc2ccccc12 | 27% | 5% | 4% | -0.02 | 1336 | 6.6% | -2% | 0.2% | 1.1 | 0.4%
O=C(Cc1nc(-c2ccc([N+](=O)[O-])cc2)cs1)Nc1ccccc1 | 14% | -7% | 0% | 8.6* | 1242* | 6.0% | 8% | 0.1% | 1 | 0.6%
Cc1cc(C(=O)N2CCN(S(=O)(=O)c3ccccc3F)CC2)c(C)o1 | 37% | 10% | -6% | 0.83 | 1286 | -0.7% | -7% | -0.3% | 1.2 | -1.2%
CCN(Cc1ccccc1)C(=O)CN1C(=O)c2ccccc2C1=O | 1% | 0% | x | x | x | x | x | -0.1% | x | 2.1%
COC(=O)c1nnn(-c2ccc(Cl)c(Cl)c2)c1C(=O)OC | 10% | -8% | -10% | -0.5 | 1263 | x | -8% | -0.2% | 1 | 1.8%
COC(=O)C1CCN(C(=O)COC(=O)Cn2cnnn2)CC1 | 17% | -3% | -7% | 0.49 | 1191 | -0.6% | -12% | 0.5% | 1.1 | -1.1%
Cc1cc2ccccc2c(=O)n1CC(=O)NCC(=O)N1CCN(c2cccc(Cl)c2)CC1 | 4% | -16% | 8% | -0.21 | 1348 | 0.6% | 10% | -0.6% | 1.2 | 1.3%
CC(C)Nc1ncnc2c1cnn2Cc1ccc(Cl)cc1 | 1% | 10% | x | x | x | x | x | 0.9% | x | 1.2%

From PubChem BioAssay
